ALOX12 inh: blocks human arachidonate 12S-lipoxygenase; P18054; purified 12hLO, xylenol orange hydroperoxide absorbance; Potency, µM (series often up to 108 µM), for the others: top-dose activity change, negative = inhibition, most hits filed as inhibitors; 1.1% of 580,000 active; AID 1671190; also: potency is read from the fitted curve at half-maximal effect; % is scaled to controls: 0 for no effect and ±100 for the full control effect
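Hydroperoxide product was detected by ferrous iron/xylenol orange as the 573 to 405 nm absorbance ratio. Arachidonic acid at 40 uM (final) was turned over for 30 min at room temperature by 150 nM human 12hLO, pH 7.0 Hepes buffer, after 15 min compound preincubation.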
TRHR agonist: TRH receptor (human) agonism; TRHR cells, calcium flux fluo-8, FDSS agonist mode; activation, % at 2 µM; 0.18% of 360,000 active; P34981; AID 493084; in the data active = activation above about 30%; also: 0% is about no effect
Target sequence (P34981 whole entry, looked up): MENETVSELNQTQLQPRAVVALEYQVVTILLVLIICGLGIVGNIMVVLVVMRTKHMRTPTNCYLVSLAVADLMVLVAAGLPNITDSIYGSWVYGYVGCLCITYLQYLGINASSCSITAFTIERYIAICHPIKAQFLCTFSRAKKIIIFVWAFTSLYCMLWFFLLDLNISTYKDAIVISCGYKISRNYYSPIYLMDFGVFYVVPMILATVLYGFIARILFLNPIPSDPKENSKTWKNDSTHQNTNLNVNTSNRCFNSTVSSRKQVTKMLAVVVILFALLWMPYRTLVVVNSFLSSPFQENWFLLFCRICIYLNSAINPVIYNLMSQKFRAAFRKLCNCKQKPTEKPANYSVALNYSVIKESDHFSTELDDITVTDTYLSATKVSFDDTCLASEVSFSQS
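TRHR-expressing cells, plated overnight in medium with 10% serum, were loaded with fluo-8 calcium dye at room temperature. After a 10 s baseline, library compound was pin-added and calcium release was recorded kinetically (ex 480/em 530) as agonist response.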
ERG Ets-DNA blk: inhibitors of human ERG Ets domain-DNA interaction; Potency, µM (doses to about 76.9 µM), for inactives: at the highest dose FP activity, negative = inhibition, most hits filed as inhibitors; 0.028% of 370,000 active; fluorescence polarization, His-ERG Ets domain / labelled DNA; active = well fitted inhibition curve with a large enough effect in the polarisation, with a control signal flat; inconclusive = small, poorly fitted or top-dose-only effect, or effect the other way, or a change in a side signal; inactive = no such curve, though single readings can be large or run the other way; the % refers to the polarisation;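 also: polarization taken with two DNA probes labelled with fluorescein and Texas red; potency is read from the fitted curve at half-maximal effect; % of control where 0% means no effect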
Target sequence (P11308 whole entry, looked up, the tested form may be a part): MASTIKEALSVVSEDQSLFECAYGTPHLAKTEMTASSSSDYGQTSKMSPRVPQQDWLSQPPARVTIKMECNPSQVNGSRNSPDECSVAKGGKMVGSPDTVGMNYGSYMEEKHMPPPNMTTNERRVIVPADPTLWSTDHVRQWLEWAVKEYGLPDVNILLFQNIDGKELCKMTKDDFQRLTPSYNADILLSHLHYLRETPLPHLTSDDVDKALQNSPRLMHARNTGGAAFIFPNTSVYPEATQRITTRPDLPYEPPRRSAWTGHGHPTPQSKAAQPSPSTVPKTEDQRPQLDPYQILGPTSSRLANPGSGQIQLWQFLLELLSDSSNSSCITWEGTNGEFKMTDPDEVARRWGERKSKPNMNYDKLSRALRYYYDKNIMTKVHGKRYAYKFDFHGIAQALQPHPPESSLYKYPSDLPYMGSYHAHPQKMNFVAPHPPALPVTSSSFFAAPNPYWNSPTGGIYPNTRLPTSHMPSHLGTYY
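His-tagged ERG Ets domain (1 uM in the protein solution; 300mM KCl, 50mM Tris-HCl, 1mM EDTA, 1mM DTT, pH 7.5) received compound, then a probe mix of 5 nM fluorescein-DNA and 100nM Texas-615-DNA. Fluorescence polarization was read for both dyes.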
APE1 inh: inhibitors of human APE1 endonuclease; AID 2517; recombinant APE1, TAMRA/BHQ-2 abasic DNA cleavage fluorescence; 0.35% of 350,000 active; P27695; Potency, µM (top dose mostly 65.8 µM), without a hit: at the top dose activity change, negative = inhibition, usual class: inhibitors;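 also: potency is read from the fitted curve at half-maximal effect; plate controls were vehicle for no effect and reference inhibitor for full effect; nearly all actives have a fitted effect of over 55% in size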
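Substrate: short duplex with […] THF abasic site, 5'-TAMRA and 3'-BHQ-2, 50 nM final. APE1 at 0.75 nM, preincubated 15 min RT with compound. Fluorescence increase from first to third read measured activity.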
Pol beta inh: inhibitors of human DNA polymerase beta. Pol beta primer extension/strand displacement, fluorescence kinetic. Potency, µM (series often up to 114 µM), without a hit: at the highest dose activity change, negative = inhibition, most hits filed as inhibitors. 1.3% of 340,000 active. AID 485314; also: potency is read from the fitted curve at half-maximal effect; % is scaled to controls: 0 for no effect and ±100 for the full control effect
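Enzyme-only controls used 10 nM Pol beta; buffer lacking enzyme served as negative control. Compound preincubated 15 min, then 50 nM substrate added; 0 and 10 min reads at room temperature.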
Anesthetic bind: binds horse apoferritin like a general anesthetic. P02791. apoferritin/1-aminoanthracene competitive binding, fluorescence. Potency, µM (top dose mostly 77.5 µM), inactives show top-dose activity change, negative = displacement, most hits filed as inhibitors. 0.074% of 350,000 active. AID 485281; also: potency is read from the fitted curve at half-maximal effect; % is scaled to controls: 0 for no effect and ±100 for the full control effect; nearly all actives have a fitted effect of over 20% in size
Target sequence (P02791 2-175 limits assumed): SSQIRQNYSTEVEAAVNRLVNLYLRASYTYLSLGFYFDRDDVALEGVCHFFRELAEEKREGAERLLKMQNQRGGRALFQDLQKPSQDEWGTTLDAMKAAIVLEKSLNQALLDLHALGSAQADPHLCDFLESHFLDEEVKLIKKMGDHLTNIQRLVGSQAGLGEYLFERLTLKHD
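Horse-spleen apoferritin (10 uM) was mixed with 50% saturated 1-aminoanthracene in PBS, exposed to compounds for 10 min at room temperature, and read for fluorescence (ex 380 nm, em 535 nm). Competitive displacement was fitted with a four-parameter Hill equation.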
BLM helicase inh: Bloom syndrome helicase (human) inhibition; recombinant BLM DNA unwinding, fluorescence dequenching; Potency, µM (top dose mostly 56.1 µM), for the others: at the top dose activity change, negative = inhibition, usual class: inhibitors; 0.2% of 350,000 active; AID 2528;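 also: potency is read from the fitted curve at half-maximal effect; plate controls were vehicle for no effect and no enzyme for full effect; nearly all actives have a fitted effect of over 35% in size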
Pol kappa inh: DNA polymerase kappa (human) inhibition. purified Pol kappa, fluorescent DNA synthesis assay, 10 min. Potency, µM (series often up to 107 µM), without a hit: top-dose activity, negative = inhibition, hits mostly inhibitors. 0.53% of 400,000 active; also: potency is read from the fitted curve at half-maximal effect; % is scaled to controls: 0 for no effect and ±100 for the full control effect
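Here, compound and 10 nM enzyme are combined for 15 min at room temperature; adding 50 nM substrate (final) starts DNA synthesis, tracked by fluorescence at 0 and 10 min against buffer-only wells.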
Pol iota inh: DNA polymerase iota (human) inhibition | Pol iota fluorescent replication assay, 10 min | 1% of 390,000 active | Q9UNA4 | Potency, µM (doses to about 115 µM), for the others: top-dose activity, negative = inhibition, most hits filed as inhibitors; also: potency is read from the fitted curve at half-maximal effect
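Pol iota at 10 nM preincubated 15 min with compounds at room temperature; reaction started with fluorescent substrate, 50 nM final. Fluorescence read kinetically at 0 and 10 min; buffer-only wells as negative control.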
* = called active by the depositor; u = inconclusive; x = no result given; & = joins results of further samples; [ ] = another dose, or the depositor's remark. Unless noted, calls follow the shape of the dose curve; as a rule, active = well fitted curve in the direction sought with a large enough effect; inconclusive = small, poorly fitted or top-dose-only effect, or another doubt; inactive = no such curve, though single readings can be large; an effect the other way counts as inactive or inconclusive.

Anesthetic bind	ALOX12 inh	Pol iota inh	BLM helicase inh	TRHR agonist	APE1 inh	Pol beta inh	ERG Ets-DNA blk	Pol kappa inh	structure
4%	-1%	-3%	-11%	-0.5	0%	-1%	-2%	-5%	CN1C(=O)C2(C(C#N)=C(N)Oc3n[nH]c(-c4ccc(Cl)cc4)c32)c2ccccc21 (centres undefined)
-5%	-10%	x	-2%	1.1	-5%	6%	x	x	O=C(CCCCCNc1nc(=S)[nH]c2ccccc12)NCc1ccccc1Cl
-8%	0%	13%	-5%	-0.6	-6%	48%	2%	-8%	O=[N+]([O-])c1ccc(P(=O)(Cc2ccccc2)c2ccccc2O)cc1 (centres undefined)
-19%	-10%	22µM*	-19%	-0.5	-9%[12.4 µM]	22µM*	-4%	-6%	Cc1cccc(NC(=O)CSc2nc(C3CC3)nc3ccccc23)c1
-6%	-28%	2%	0%	-0.2	x	5%	-15%	-10%[60.1 µM]	O=C(NCCc1ccccc1)C1COc2ccccc2C1 (centres undefined)
-8%	-23%	8%	0%	-0.6	x	7%	2%	-14%[60.1 µM]	COc1ccc(NC(=O)C(=O)NCCc2csc3nc(-c4ccccc4C)nn23)cc1
-15%	-26%	9%	-5%	0.7	-6%	-19%	-1%	-11%	COc1cc(CC(=O)NCCc2ccc(S(N)(=O)=O)cc2)cc(OC)c1OC
-14%	-12%	8%	-10%	0.0	-2%	5%	-9%	-14%	CCNc1nc(NCC)nc(SCCOc2ccc(C)cc2)n1
-8%	-1%	3%	-7%	0.6	-1%	15%	3%	-4%	CCOC(=O)Cn1nnc(-c2ccc(OCC(C)C)cc2)n1
u	2%	36%[activator]	0%	4.2	58%	0%	-4%	7%	Cc1ccccc1CN1CCC(C(=O)Nc2ccc(Oc3cccnc3)cc2)CC1
x	6%	19%	x	-0.3	-7%	x	-20%	-8%	Cc1cccc(NS(=O)(=O)c2ccc(C(=O)NCCCN3CCCC3=O)cc2)c1C
-8%	0%	-3%	-2%	0.8	-2%	0%	1%	-27%	O=C(CN1C(=O)CC(c2ccccc2)=Nc2ccccc21)NC1CCCCC1
-1%	-40%	60%[activator]	-5%	0.6	0%	u	1%[15.4 µM]	-6%	O=C(O)c1ccc(CSc2ccccn2)cc1
x	174%[activator]	3%	x	0.3	34%	x	4%	-17%	COc1ccccc1S(=O)(=O)NCc1ccc(C(=O)NC(C)c2ccccn2)cc1 (centres undefined)
-6%	10%	76%[activator]	-5%	-1.0	2%	48%	-17%	-3%	Cc1ccc2[nH]cc(S(=O)(=O)c3ccc(C(C)C)cc3)c(=O)c2c1

Arranged by length of the SMILES (rising): some entries from above.
Anesthetic bind	ALOX12 inh	Pol iota inh	BLM helicase inh	TRHR agonist	APE1 inh	Pol beta inh	ERG Ets-DNA blk	Pol kappa inh	structure
-8%	-1%	3%	-7%	0.6	-1%	15%	3%	-4%	CCOC(=O)Cn1nnc(-c2ccc(OCC(C)C)cc2)n1
-5%	-10%	x	-2%	1.1	-5%	6%	x	x	O=C(CCCCCNc1nc(=S)[nH]c2ccccc12)NCc1ccccc1Cl
-8%	0%	-3%	-2%	0.8	-2%	0%	1%	-27%	O=C(CN1C(=O)CC(c2ccccc2)=Nc2ccccc21)NC1CCCCC1

New compounds follow:
Anesthetic bind	ALOX12 inh	Pol iota inh	BLM helicase inh	TRHR agonist	APE1 inh	Pol beta inh	ERG Ets-DNA blk	Pol kappa inh	structure
-5%	0%	27%	0%	0.1	x	3%	5%	3%	Cc1c(C(=O)NCCN(C)C)oc2c1-c1nn(Cc3cccc(Cl)c3)cc1CC2
-12%	u	5%	1%	0.1	2%	1%	-9%	-3%	C=CCn1c(SCC(=O)O)nnc1-c1ccc(C(C)(C)C)cc1
2%	-20%	-5%	-9%	-0.4	-18%	-12%	-4%	-6%	CCOC(=O)C1CCN(S(=O)(=O)c2ccc(CN3C(=O)c4cccnc4C3=O)cc2)CC1
14%	-15%	19%	-11%	-0.1	x	13%	0%	-14%[60.1 µM]	COc1cc(OC)c(NC(=O)NCCn2nnc3cc(S(=O)(=O)N(C)C)ccc32)cc1Cl
0%	-12%	21%	0%	-0.6	0%	-1%	-3%	-21%	C=CCn1c(NCCO)nc2sc3c(c2c1=O)CCC3
0%	4%	26%	-2%	0.0	-3%	0%	8%	11%	CN(C)c1cccc(C(=O)OCC(=O)NC2CCCC2)c1
x	13%	20%	x	0.5	12%	x	-6%	-4%	COc1ccc(OC)c(S(=O)(=O)NC(C)c2ccc(-n3ccnc3)cc2)c1 (centres undefined)
-4%	-2%	31%[activator]	-6%	-0.6	6%	14%	-5%	-11%	O=c1c(Cc2ccccc2)c(O)ccn1Cc1ccc2c(c1)OCO2
x	191%[activator]	-30%	x	-0.8	-11%	x	12%	-18%	Cc1[nH]c2ccc(C(=O)NC3CCCC3)cc2c1C
2%	11%	125%[activator]	-4%	0.7	1%	45%	13%	-5%	C=CCOC(=O)C1=C(C)NC(=O)NC1c1ccc(N(C)C)cc1 (centres undefined)
-6%	19%	-5%	2%	-0.5	-5%	-13%	12%	u	Cc1ccc(S(=O)(=O)Nc2ccccc2C(=O)Nc2sccc2C(=O)NN(C)C)cc1
17%	40%[activator]	8%[58.9 µM]	-3%	0.0	-2%	-25%	15%	-3%	Cc1onc(-c2ccccc2)c1-c1ccnc(N)n1
-7%	13%	-12%	3%	-0.1	1%	1%	9%	-5%	Cc1ccc(C)c(NC(=O)C(=O)NCc2ccccn2)c1
-8%	-7%	13%	1%	-0.2	-4%[12.4 µM]	20%	111%[activator]	-42%	Cc1ccc(S(=O)(=O)NCC(C)n2nc(C)cc2C)cc1 (centres undefined)
-4%	2%	63%[activator]	-2%	0.7	2%	-7%	3%	0%	O=C(O)C(Cc1ccccc1)N1C(=O)c2cccc3cccc(c23)C1=O (centres undefined)
19%	-2%	10%	-5%	0.4	-2%	-3%	-1%	-2%	COc1ccc(C2=Nn3c(nnc3-c3cccnc3)SC2)cc1
6%	8%	u	-2%	0.7	3%	38%	8%	-5%	COCCNC(=O)c1ccc(N2CC3CC(C2)c2cccc(=O)n2C3)c(NC(=O)c2cc(OC)cc(OC)c2)c1 (centres undefined)
u	u	18%	-10%	0.7	-8%	12%	11%	-14%	O=C(NC(=S)Nc1ccccc1N1CCN(C(=O)c2ccccc2)CC1)c1ccccc1F
-4%	-6%	u	2%	0.1	-3%	0%	-12%	-4%	O=C(O)CCN1CC2([N+](=O)[O-])CC=C(OCCO)C([N+](=O)[O-])(C1)C2 (centres undefined)
-5%	0%	66%[activator]	-2%	0.3	u	0%	2%	-5%	CCOC(=O)C1(Cc2cccc(F)c2)CCN(C(=O)c2cscn2)CC1
-9%	x	x	1%	x	0%	x	x	-4%[60.1 µM]	C/C1=C/CC(C)(C)/C=C/C/C(C)=C/CC1
-2%	12%	-15%	2%	-0.6	-13%	10%	-6%	-10%	Cc1ccc(C)c(NC(=O)C2CCCN(S(=O)(=O)c3cccnc3)C2)c1 (centres undefined)
-11%	10%	1%[58.9 µM]	-2%	x	2%	0%	-1%	-3%	CN(C)/C(CN1CCCCC1)=C1\N=C(c2ccccc2)OC1=O
54%[activator]	2%	u	-12%	-2.3	x	12%	-4%	-17%	COc1ccc(Nc2nc3c(S(=O)(=O)c4ccccc4)nnn3c3ccsc23)cc1OC
-5%	-1%	6%	-1%	0.6	4%	7%	-3%	7%	COc1ccc(NC(=O)C2CCC(CNS(=O)(=O)c3csc(C(N)=O)c3)CC2)cc1OC (centres undefined)
3%	7%	-6%	-10%	-0.1	-4%	15%	x	-8%	Cc1cccc(C)c1OCC(=O)N/N=C/c1cccn1C
x	-29%	u	x	x	1%	x	-13%	-8%	COc1ccc(S(N)(=O)=O)cc1C(=O)OCC(=O)N1c2ccccc2NC(=O)C1(C)C
-3%	35µM*	x	-3%	x	1%	x	x	-3%[60.1 µM]	Cc1cnc(CNc2ccnc(-c3ccc(C(=O)N(C)C)cc3)n2)cn1
-10%	-20%	28%	1%	-0.7	2%	-1%	-3%	0%	O=C(NCc1ccc2c(c1)OCO2)C1CCC(=O)N1C1CCCCC1 (centres undefined)
x	7%	13%	x	-0.1	-10%	x	5%	-4%	O=C(CNc1ccccc1F)Nc1cc(S(=O)(=O)N2CCCCC2)ccc1Cl
x	-10%	-13%	x	x	1%	x	4%	-19%	O=C1CCC/C=C/C[C@@H](CC(=O)N(CCO)Cc2ccccc2)C(=O)NC[C@@H](c2ccccc2)O1
0%	-2%	14%	2%	-0.2	-5%	-2%	11%	1%	COc1ccc(C(CC(=O)O)NC(=O)c2ccco2)cc1 (centres undefined)
-1%	6%	-1%[58.9 µM]	-1%	0.7	u	3%	15%	-1%	CCc1c(-c2ccccc2)[n+](=O)c2c(n1[O-])CCC2
-13%	-16%	u	-1%	0.1	0%	-18%	-5%	-5%	COc1ccc2oc(=N)c(C(=O)Nc3ccc(Br)cc3)cc2c1
x	12%&7%	71%[activator]	x	0.4	-13%	x	19%	-2%	COc1ccc(COC(=O)c2cc(S(=O)(=O)N3CCCCC3)ccc2N2CCOCC2)cc1
-7%	-6%	141%[activator]	-10%	-0.3	15%	21%	18%	-6%	O=C(CNC(=S)N(Cc1ccccc1)Cc1ccccc1F)NCc1ccccc1
-10%	-18%	6%	-2%	0.7	5%	7%	x	-1%	CC(C)c1ccc(N(CC(=O)N/N=C/c2ccc(OC3CSC3)cc2)S(=O)(=O)c2ccccc2)cc1

A portion of the library, so the mix of outcomes need not match the whole.
